Source: PubChem BioAssay
TAG inh = triacylglycerol accumulation inhibition; actives 0.66% (n = 230,000); H9c2 cells, Nile Red lipid (TAG) fluorescence; cells loaded with 200 µM oleic acid; inhibition, % at 12.5 µM; AID 651582;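 active means pattern-corrected inhibition of lipid staining of at least 50% with the nuclear-stain viability signal not falling by more than 50%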;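 further: 0% = DMSO wells and 100% = triacsin C control wells; some results filed as inactive read as strong as hits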
TAG inh DAPI viability = second read-out of TAG inh, no call of its own (marks repeat the call); DAPI nuclei signal change (viability), lower = more cytotoxic, %;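 whole-well DAPI fluorescence read on a plate reader as a viability signal; minus 50 percent equals half of cells still viable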
Starred values were filed as active, the others as inactive.

SMILES | TAG inh | TAG inh DAPI viability
COc1ccc(-n2c(SCc3ccc(C#N)cc3)nnc2-c2ccccn2)cc1 | 6 | -3
O=C(Cn1cc2c(n1)CCCCC2)Nc1c(F)cc(F)cc1Br | -7 | 5
CN(C)/C=C/C(=O)c1cccc(Oc2ncccn2)c1 | 2 | 7
Cn1c(SCC(=O)NCc2ccco2)nnc1-c1c[nH]c2ccccc12 | 4 | -3
N#Cc1cc2c(nc1SCC(=O)Nc1sc3c(c1C#N)CCC3)CCCCCC2 | 4 | 16
COc1ccc(C2(c3ccc(OC)cc3)NC(=O)N(CC(=O)Nc3ccc(N4CCOCC4)cc3)C2=O)cc1 | 7 | -2
C[C@@H](C(=O)NCc1ccccc1)[C@H]1C[C@]1(C)[C@H](NC(=O)OCc1ccccc1)c1ccccc1 | 1 | 101
CCCCCCCCOC1OC(CO)C(O)C(O)C1NC(C)=O (stereo not given) | 10 | -16
O=C(NC(=S)N1CCOCC1)c1ccccc1Cl | 9 | 25
Nc1c(N=Nc2cccc(Cl)c2)c(=O)[nH]n1-c1ccccc1 | 29 | 3
COc1ccc([N+](=O)[O-])cc1NC(=O)C(C)OC(=O)CN1C(=O)C2CC=CCC2C1=O (stereo not given) | -10 | 1
CCOC(=O)C(NC(C)=O)C(=O)Nc1ccc(C(C)C)cc1 (stereo not given) | 0 | 1
CC1=Nn2c(nnc2-c2ccc(F)cc2)SC1 | 10 | 9
O=C(C1CCN(S(=O)(=O)c2cnc[nH]2)CC1)N1CCN(Cc2ccc3c(c2)OCO3)CC1 | 4 | -6
COc1ccc(CNCCS(=O)(=O)NC2CCCCC2)cc1 | 0 | -2
CC(Sc1nnnn1C)C(=O)NC(=O)NC1CCCCC1 (stereo not given) | 3 | 3
Cc1cc(C)c(S(=O)(=O)c2ccc(F)cc2)c(C)c1 | -1 | -8
CCOc1ccc(CCNC(=O)CCc2nnc3ccc(N4CCCCC4)nn23)cc1OCC | 41 | -7
C/C(=N/OC(=O)c1c(-c2c(Cl)cccc2Cl)noc1C)c1cnccn1 | 5 | -4
CCOC(=O)c1ccc(NC(=O)N2CCCCC2)cc1 | -4 | 4
CCC(CC)C(=O)NCCNC(=O)C(CC)CC | -9 | 25
CCn1c(SCC(=O)N/N=C/C=C/c2ccco2)nnc1-c1ccccc1 | 5 | -1
N#Cc1c(N2C(=O)C3C4C=CC(C4)C3C2=O)sc2c1CCC2 (stereo not given) | -8 | -7
CC1CCCC(NC(=O)CN2C(=O)NC(C)(c3ccccc3)C2=O)C1C (stereo not given) | -14 | -1
COc1ccc(N2CCN(C(=O)c3cc4c(s3)-c3ccccc3OC4)CC2)cc1 | -9 | 7
O=C(c1ccoc1)N1CCC2(CC1)Oc1ccc(Cl)cc1C(=O)C21CC(c2ccccc2)=NO1 (stereo not given) | 4 | 0
Cc1c([N+](=O)[O-])c([N+](=O)[O-])nn1CC(=O)NCc1cccnc1 | 8 | -7
CCN(CC)P(=O)(Nc1ccccc1Br)c1ccc(N(C)C)cc1NC(=O)c1ccco1 (stereo not given) | 34 | 3
COc1ccc(C(=O)C2CCCN(C(=O)c3noc4c3CCCC4)C2)c(C)c1 (stereo not given) | -16 | -7
O=C(c1ccco1)N1CCN(C(=O)c2ccc(COc3ccc(Cl)cc3Cl)o2)CC1 | 2 | 0

2 of the compounds above, as a markdown table:
| SMILES | TAG inh | TAG inh DAPI viability |
| --- | --- | --- |
| CC(Sc1nnnn1C)C(=O)NC(=O)NC1CCCCC1 (stereo not given) | 3 | 3 |
| Cc1cc(C)c(S(=O)(=O)c2ccc(F)cc2)c(C)c1 | -1 | -8 |

Additional results:
SMILES | TAG inh | TAG inh DAPI viability
Cc1cc(C)cc(S(=O)(=O)Cc2noc(C(=O)NCc3ccccc3)c2C(=O)NCc2ccccc2)c1 | 1 | -10
O=C(CCNS(=O)(=O)c1ccc(Br)s1)NCc1ccccc1 | 2 | -5
CCN(CC)C(=O)Oc1ccccc1NC(C)=O | -4 | 12
Cc1ncc(S(=O)(=O)C(C)(C)C)c(N)n1 | -2 | 3
O=C(CSc1nc(-c2cccs2)nc2ccccc12)NC1CCS(=O)(=O)C1 (stereo not given) | 3 | 25
COc1cc(C(=O)NCC(=O)OCc2ccccc2Cl)cc(OC)c1OC | -15 | 11
CC(C)(C)c1ccccc1OCCOCCN1CCCCCC1 | -6 | 2
COc1ccc(C2NC3=C(CCC3)C3(C#N)C4(N=C(N)C23C#N)OCCO4)cc1 (stereo not given) | -5 | 2
CCOc1ccc(OCCC(=O)NNC(=O)c2nn(C)c(=O)c3ccccc23)cc1 | -10 | 0
Cc1ccccc1C(=O)/C=C1/SCC(=O)N1C | -5 | -4
Cc1csc(NC(=O)CCNC(=O)c2ccccc2Cl)n1 | -11 | -4
CCCCN(C=O)c1c(CC)nc2ccc(C(=O)N3CCN(C)CC3)cn12 | 13 | 5
COc1ccc(-c2nnc(SCC(=O)NC(=O)NCc3ccco3)o2)cc1 | 14 | 0
O=C(CNC(=O)c1ccccc1F)OCc1nc2ccccc2s1 | 2 | -10
CCNC(=O)Cc1c(OC)ccc2cc(Br)ccc12 | -7 | -5

An excerpt of these results, comma-delimited:
smiles,TAG inh,TAG inh DAPI viability
CCCCN(C=O)c1c(CC)nc2ccc(C(=O)N3CCN(C)CC3)cn12,13,5
Cc1ncc(S(=O)(=O)C(C)(C)C)c(N)n1,-2,3
COc1ccc(-c2nnc(SCC(=O)NC(=O)NCc3ccco3)o2)cc1,14,0

Additional records:
SMILES | TAG inh | TAG inh DAPI viability
O=C(CS(=O)(=O)c1ccccc1)Nc1ccccn1 | 3 | 1
Cc1ccc(NC(=O)COC(=O)CN2CCSC2=O)cc1Cl | 0 | 2
O=C(c1ccccc1OCc1ccc(Cl)cc1)N1CCN(c2ccccn2)CC1 | -23 | 0
O=S1(=O)[C@H]2C[C@@H]3C=C[C@@]2(CN1Cc1ccccc1F)O3 | 2 | -5
O=C(CNC(=O)c1cccc(S(=O)(=O)N2CCc3ccccc32)c1)Nc1ccc(F)c(F)c1F | -4 | 3
COCCn1c(COc2ccc(OC)cc2)nc2ccccc21 | -14 | 6
CCCCCCn1c(N)c(C#N)c2ccc([N+](=O)[O-])cc2c1=O | -6 | 0
Cc1ccc(S(=O)(=O)Nc2nc3ccccc3nc2N2CCN(c3ccccc3F)CC2)cc1 | -2 | -7
COc1cc(CN2C(=O)C(C)ON=C2c2cccs2)cc(OC)c1 (stereo not given) | -4 | -8
NC(=O)c1ccsc1NC(=O)COC(=O)COc1ccccc1[N+](=O)[O-] | -9 | -3
COc1ccc(-c2cnc(SCC(=O)Nc3cc(C)on3)n2Cc2ccco2)cc1 | -5 | 2
COc1cc([N+](=O)[O-])ccc1NC(=O)/C=C/C(=O)O | -13 | -5
O=C(CSc1nnc(-c2ccncc2)n1-c1ccccc1)NCC1CCCO1 (stereo not given) | 9 | 5
Oc1c(N=NC(=S)Nc2ccccc2F)c2ccccc2n1Cc1ccccc1Cl | 20 | -8
CCOC(=O)c1cc(CC)sc1NC(=O)c1cc([N+](=O)[O-])ccc1N1CCOCC1 | 91* | -31*

Entries of single compounds, quoted from the list:
Entry for O=C(CSc1nnc(-c2ccncc2)n1-c1ccccc1)NCC1CCCO1 (stereo not given) = TAG inh: 9; TAG inh DAPI viability: 5
Entry for O=S1(=O)[C@H]2C[C@@H]3C=C[C@@]2(CN1Cc1ccccc1F)O3 = TAG inh: 2; TAG inh DAPI viability: -5

(further entries)
SMILES | TAG inh | TAG inh DAPI viability
C/C(Cl)=C/Cc1c(C)[nH]c2ccc(C)cc2c1=O | -12 | -8
CCCCCN(C(=O)NC(=O)Nc1ccccc1C)S(=O)(=O)c1ccccc1 | -3 | -2
CC(=O)Nc1ccc(NC(=O)c2ccc(C)c(S(=O)(=O)Nc3cccc(C)c3)c2)cc1 | -11 | -1
CO[C@@]1(NC(=O)Cc2cccs2)C(=O)N2C(C(=O)O)=C(COC(N)=O)CS[C@@H]21 | 6 | 1
Nc1nonc1N1CCCCC1 | -5 | 10
CCC1(C)Cc2ccccc2-c2nc(NCCCO)n(C)c(=O)c21 (stereo not given) | 5 | 31
CCOC(=O)c1nnn2c1nc(N1CCOCC1)c1ccccc12 | 6 | -3
O=C(O)CSc1ccccn1 | -39 | 3
O=C(CCN1C(=O)NC2(CCCC2)C1=O)Nc1ccc(Sc2ccc(Br)cc2)cc1 | -25 | 22
O=C(CSc1n[nH]c(=O)n1C1CC1)Nc1ccc(F)c([N+](=O)[O-])c1 | -4 | 2
O=C(Nc1cccc(C(=O)N2CCOCC2)c1)c1cncc(Br)c1 | 8 | -6
C[C@H](NC(=O)c1nc[nH]c1C(=O)N1CCN(C(=O)OC(C)(C)C)CC1)C(=O)OC(C)(C)C | -13 | -3
COC(=O)[C@]1(CC(C)C)N[C@H](c2ccc(-c3ccc(F)cc3)cc2)[C@@H]2C(=O)N(C)C(=O)[C@@H]21 | 56* | 3.8*
CCSC(=O)NC1CCCCC1 | 0 | 2
CCc1ccc(CNC(=O)c2ccc3nc(C4CCCCC4)oc3c2)nc1 | 0 | -2
CCN(CC(=O)Nc1ccc(NC(C)=O)cc1)C(=O)/C=C/c1ccc(C)o1 | 4 | -1
CN(C)CCNc1oc(-c2ccccc2Cl)nc1S(=O)(=O)c1ccccc1 | 0 | -4
CC(=O)Nc1ccc(Nc2nc3ccccc3nc2NS(=O)(=O)c2ccc(Cl)c([N+](=O)[O-])c2)cc1 | 8 | 2
Cc1ccccc1-c1nc2sc3c(c2c(=O)o1)CCC3 | -28 | 0
Cc1ccc(SCC(=O)OCC(=O)NC2CCCCCC2)cc1 | 10 | -1
O=C1CC(c2ccc(F)cc2)Sc2nc(-c3ccccc3)c(-c3ccccc3)n21 (stereo not given) | 5 | 4
CCN(CC(=O)Nc1ccc(OC)cc1)C(=O)CCc1nc2ccccc2c(=O)[nH]1 | -7 | 3
CC(C)NC(=O)C12CC3CC(C1)CC(n1cnc(Cl)n1)(C3)C2 | -6 | 4
Cn1c(SCC(=O)N2CCN(c3ccccc3)CC2)nnc1-c1ccncc1 | -3 | -1
CN(C)c1ccc(-c2n[nH]c(=S)n2-c2ccccc2)cc1 | -20 | 1
Cc1ccc(C)n1-n1c(C)nc2sc(-c3ccccc3)cc2c1=O | -3 | -5
CCN=C1SC(CC(N)=O)C(=O)N1CC (stereo not given) | -8 | 2
O=S(=O)(c1ccc(OCC(O)CN2CCCC2)cc1)N1CCOCC1 (stereo not given) | 15 | -9
O=C(OC(C(=O)NCc1ccc2c(c1)OCO2)c1ccc(Cl)cc1)c1ccco1 (stereo not given) | -14 | 11
O=C(OCc1ccco1)c1ccc(S(=O)(=O)N2CCCCC2)cc1 | 4 | 10

Some of these compounds in order of SMILES length, rising.
SMILES | TAG inh | TAG inh DAPI viability
CCN=C1SC(CC(N)=O)C(=O)N1CC (stereo not given) | -8 | 2
O=C(OCc1ccco1)c1ccc(S(=O)(=O)N2CCCCC2)cc1 | 4 | 10
Cn1c(SCC(=O)N2CCN(c3ccccc3)CC2)nnc1-c1ccncc1 | -3 | -1
CN(C)CCNc1oc(-c2ccccc2Cl)nc1S(=O)(=O)c1ccccc1 | 0 | -4
CCN(CC(=O)Nc1ccc(NC(C)=O)cc1)C(=O)/C=C/c1ccc(C)o1 | 4 | -1
O=C1CC(c2ccc(F)cc2)Sc2nc(-c3ccccc3)c(-c3ccccc3)n21 (stereo not given) | 5 | 4
CCN(CC(=O)Nc1ccc(OC)cc1)C(=O)CCc1nc2ccccc2c(=O)[nH]1 | -7 | 3

The listing continues:
SMILES | TAG inh | TAG inh DAPI viability
COc1ccc(NC(=O)CN(C)CC(=O)N2CCCCCC2)cc1 | 1 | 2
Nc1c(C(=O)CSc2nnc(Cc3ccccc3)o2)c(=O)[nH]c(=O)n1C1CC1 | -26 | 2
CN(CC(=O)Nc1cccc(F)c1)C(=O)c1ccc(OCc2cn3ccccc3n2)cc1 | -30 | -2
Cc1ccc(C(=O)c2c(NC(=O)c3ccccc3C)sc(C)c2C)cc1 | 7 | -13
CCOC(=O)/C(C#N)=C(\O)c1ccc(NC(=O)c2ccc([N+](=O)[O-])cc2)cc1 | 3 | -25
Cc1cccc(NS(=O)(=O)c2cccc(C(=O)NCCCN3CCCC3=O)c2)c1 | 1 | 3
COc1ccc(-c2cc(C(=O)N(C)Cc3ccccc3)c3ccccc3n2)cc1 | -25 | 45
CCc1noc(C)c1C(=O)NNC(=O)COc1cc(C)ccc1C | -9 | 9
O=C(C[C@@H]1C[C@@H]2c3cc(NC(=O)C4CCC4)ccc3O[C@@H]2[C@@H](CO)O1)NCc1ccc(Cl)cc1 | -15 | 1
CC(=O)c1cccc(CN2CCN(CCc3ccccc3)C(CCO)C2)c1 (stereo not given) | 7 | 2
O=c1c(OCc2ccccc2)cccn1Cc1ccccc1 | -32 | -3
COc1cccc(C(=O)Nc2ccc3[nH]ncc3c2)c1 | 3 | -8
CCCCN(C)S(=O)(=O)c1cc(Br)cc2c1N(C(=O)C1CC1)CC2 | -11 | 4
CCOc1ccc(NC(=O)c2ccc(NC(=O)c3ccccc3Br)cc2)cc1 | 34 | -3
Cc1ccnc(NS(=O)(=O)c2ccc(NC(=O)C3C4C=CC(C4)C3C(=O)O)cc2)n1 (stereo not given) | -18 | 8
c1ccc(-c2csc3ncnc(NCCCN4CCOCC4)c23)cc1 | -12 | 11
CCC(C)C1=CC(=Nc2c(C)n(C)n(-c3ccccc3)c2=O)C=C(C(C)CC)C1=O (stereo not given) | 12 | 1

A portion of the library, so the mix of outcomes need not match the whole.
